Compound activity from PubChem BioAssay.
EPAC2 antagonist – antagonists of human EPAC2; EPAC2 GEF exchange of Rap1B-BODIPY-GDP, fluorescence; Potency, µM (series often up to 114 µM), without a hit: top-dose activity, negative = inhibition, actives largely listed as inhibitors; Q8WZA2; hit rate 0.18% among 360,000; also: potency is read from the fitted curve at half-maximal effect; % is scaled to controls: 0 for no effect and ±100 for the full control effect; nearly all actives have a fitted effect of over 45% in size; many of its hits are not listed in these tables
Target sequence (Q8WZA2 whole entry, looked up): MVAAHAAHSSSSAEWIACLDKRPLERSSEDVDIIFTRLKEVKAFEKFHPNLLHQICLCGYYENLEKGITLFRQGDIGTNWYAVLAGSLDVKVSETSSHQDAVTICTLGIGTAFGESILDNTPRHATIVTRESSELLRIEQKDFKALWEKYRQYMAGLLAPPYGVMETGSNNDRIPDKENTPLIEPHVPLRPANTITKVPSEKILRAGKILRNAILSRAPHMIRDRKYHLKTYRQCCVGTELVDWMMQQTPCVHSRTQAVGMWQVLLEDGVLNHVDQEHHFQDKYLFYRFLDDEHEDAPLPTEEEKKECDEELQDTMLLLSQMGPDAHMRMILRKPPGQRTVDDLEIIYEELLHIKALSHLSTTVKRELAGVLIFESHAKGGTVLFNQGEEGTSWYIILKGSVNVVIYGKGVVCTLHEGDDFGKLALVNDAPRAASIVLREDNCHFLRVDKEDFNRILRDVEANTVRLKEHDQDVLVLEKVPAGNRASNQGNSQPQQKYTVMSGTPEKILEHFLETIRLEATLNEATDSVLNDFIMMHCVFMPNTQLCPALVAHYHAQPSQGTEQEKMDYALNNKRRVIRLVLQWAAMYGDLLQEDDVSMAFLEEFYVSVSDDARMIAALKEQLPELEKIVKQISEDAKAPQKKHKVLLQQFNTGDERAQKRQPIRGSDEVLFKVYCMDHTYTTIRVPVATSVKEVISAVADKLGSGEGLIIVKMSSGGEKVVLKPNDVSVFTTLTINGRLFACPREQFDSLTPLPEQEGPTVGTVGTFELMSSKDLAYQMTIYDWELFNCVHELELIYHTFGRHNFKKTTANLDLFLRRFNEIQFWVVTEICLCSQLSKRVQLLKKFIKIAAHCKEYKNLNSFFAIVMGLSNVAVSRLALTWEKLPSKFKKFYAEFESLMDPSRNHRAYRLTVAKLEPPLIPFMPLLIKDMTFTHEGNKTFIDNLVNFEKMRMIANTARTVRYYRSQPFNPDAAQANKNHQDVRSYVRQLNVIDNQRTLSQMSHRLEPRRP
Akt phos inh – inhibitors of Akt phosphorylation. activity change, % for hits at 50 µM. hit rate 0.32% among 360,000. Neuro2A IGF-stimulated pAkt S473 HTRF, 20 min; stronger effect = lower value; in the data active = activity change below about -80%; inconclusive = mostly about -51% to -80%; also: % is scaled to controls: 0 for no effect and ±100 for the full control effect
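Single-point screen (50 µM final compound) in Neuro2A cells stimulated 20 min with 6 nM IGF at 37 deg C. After lysis, Ser473-phosphorylated Akt read by HTRF (ex 330 nm, em 615/665 nm) as the 665/615 ratio.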
CCT chaperon mod – cytosolic chaperonin activity modulation; activity change, % (test concentration not listed), hits read low; purified chaperonin ATPase assay, HTRF ADP detection, 30 min; hit rate 0.3% among 360,000; in the data active = activity change below about -30%; also: % is scaled to controls: 0 for no effect and ±100 for the full control effect
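TRiC (40 or 20 nM final, by batch activity) in 30 mM Tris pH 7.4, 100 mM KCl, 5 mM MgCl2, 1 mM DTT was treated with compound at 76 uM single dose, then 10 uM ATP, 30 min at 37 °C. ADP was read by HTRF Transcreener.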
PTHR1 agonist – PTHR1 (human) receptor agonism; Q03431; Potency, µM (doses to about 115 µM), for inactives: at the top dose activation, usual class: activators; hit rate 0.075% among 410,000; HEK293 GP2 PTHR1 cells, GloSensor cAMP luminescence, 1 h; also: potency is read from the fitted curve at half-maximal effect; nearly all actives have a fitted effect of over 55% in size; some results filed as inactive show a strong effect at the top dose; inactives centre near -15; many of its hits are not listed in these tables
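HEK-293-derived GP2 cells expressing PTHR1 and a GloSensor cAMP reporter, 3,000/well, plated overnight, given luciferin plus IBMX (each 0.5 mM as added) for 1 h at 37 °C, then compound for 1 h at 37 °C. Luminescence was read after 15 min at room temperature.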
EPAC2 ag – agonists of human EPAC2 (RAPGEF4) | Q8WZA2 | EPAC2 activation, biochemical qHTS; response scale: 100% = 6.5 mM cAMP response | Potency, µM (titrated, usually from 154 µM), without a hit: at the highest dose activation, most hits filed as activators | hit rate 0.079% among 360,000 | AID 720711; also: potency is read from the fitted curve at half-maximal effect; nearly all actives have a fitted effect of over 50% in size
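Guanine nucleotide exchange by EPAC2 is measured as reduced fluorescence of BODIPY-GDP once it is released from 250 nM Rap1B. Plates are read kinetically for 30 min at room temperature; results are scaled to 6.5 mM cAMP.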
DRD3 agonist – D3 dopamine receptor (human) agonism. P35462. D3R DiscoveRx beta-arrestin cells, luminescence, 90 min. max activation, %. hit rate 0.58% among 410,000. AID 652048; in the data active = max activation above about 30%; also: 0% is about no effect; mostly tested at two doses, the higher about 12 µM
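Cells at 1500/well, incubated overnight, then treated with pinned compounds (dopamine as control) for 90 min at 37 degrees C. DiscoveRx reagent added for 30 - 60 minutes at room temperature; luminescence read.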
MmCpn inh – blocks the Methanococcus maripaludis chaperonin Mm-Cpn. purified Mm-Cpn ATPase, ADP Transcreener TR-FRET. Potency, µM (highest dose often 76.9 µM), without a hit: at the top dose activity, negative = inhibition, actives largely listed as inhibitors. hit rate 0.031% among 330,000; also: potency is read from the fitted curve at half-maximal effect; % is scaled to controls: 0 for no effect and ±100 for the full control effect; nearly all actives have a fitted effect of over 80% in size
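Reaction buffer contained 30 mM Tris pH 7.4, 100 mM KCl, 5 mM MgCl2 and 1 mM DTT. Mm-CPN (25 nM final) hydrolysed 10 uM ATP over 30 min at 37°C; ADP was read by HTRF.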
D3 antag – D3 dopamine receptor (human) antagonism. D3R cells, DiscoveRx beta-arrestin luminescence, antagonist mode; stronger effect = lower value. max response, negative = inhibition, %. hit rate 2.5% among 360,000; in the data active = max response below about -50%; inconclusive = no clear call, values can overlap the other calls; also: % is scaled to controls: 0 for no effect and ±100 for the full control effect; mostly tested at two doses, the higher about 12 µM
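Cells expressing the human receptor were seeded at 1500 cells/well, incubated overnight at 37 degrees C in 5% CO2, then exposed to library compounds with dopamine controls for 90 minutes at 37 degrees C before luminescent detection.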
* marks the source's active call; other numbers are inactive results; & = joins results of further samples; [ ] = remark or other dose. Unless noted, calls follow the shape of the dose curve; as a rule, active = well fitted curve in the direction sought with a large enough effect; inconclusive = small, poorly fitted or top-dose-only effect, or another doubt; inactive = no such curve, though single readings can be large; an effect the other way counts as inactive or inconclusive. Not all compounds are listed (hit frequency here may not be typical).

Results for Cc1cccc(NC(=O)CN(C)S(=O)(=O)c2ccc(-c3ccc(=O)[nH]n3)s2)c1C ?
EPAC2 antagonist: 57.8%[activator]; Akt phos inh: inactive; CCT chaperon mod: -1.3; PTHR1 agonist: -21.3%; EPAC2 ag: -3.8%; DRD3 agonist: 0.7; MmCpn inh: inconclusive; D3 antag: -1.9

How did O=C(Cn1c(-c2cncs2)nc2ccccc21)NCc1ccccc1 do in these assays?
EPAC2 antagonist: 9.4%; Akt phos inh: inactive; CCT chaperon mod: -4.7; PTHR1 agonist: inconclusive; EPAC2 ag: 7.0%; DRD3 agonist: -35.2; MmCpn inh: 0.4%; D3 antag: -83.6*

Results for CCN(CC(=O)Nc1ccc(NC(C)=O)cc1)C(=O)C1(c2ccccc2)CC1 ?
EPAC2 antagonist: -0.9%; Akt phos inh: inactive; CCT chaperon mod: 1.1; PTHR1 agonist: inactive; EPAC2 ag: -1.0%; DRD3 agonist: 6.5; MmCpn inh: 0.1%; D3 antag: 27.2

Results for CCOc1ccc(S(=O)(=O)NCCC(=O)NC2CCN(Cc3ccccc3)CC2)cc1 ?
EPAC2 antagonist: 11.2%; Akt phos inh: inactive; CCT chaperon mod: -1.1; PTHR1 agonist: -8.9%; EPAC2 ag: 2.2%; DRD3 agonist: -28.3; MmCpn inh: -5.8%; D3 antag: -23.3

Results for COCc1cc(C)nc(OCC(=O)N/N=C/c2ccccc2O)c1C#N ?
EPAC2 antagonist: 5.8%; Akt phos inh: inactive; CCT chaperon mod: -6.9; PTHR1 agonist: inactive; EPAC2 ag: -0.4%; DRD3 agonist: 0.3; MmCpn inh: -2.0%; D3 antag: 3.2

What do the screens show for `CNC[C@H]1Oc2cc(Br)ccc2S(=O)(=O)N([C@H](C)CO)C[C@H]1C`?
EPAC2 antagonist: -0.4%; Akt phos inh: inactive; CCT chaperon mod: 1.0; PTHR1 agonist: inactive; EPAC2 ag: -0.5%; DRD3 agonist: 5.3; D3 antag: 0.2

How did CC(C)Cc1nnc(NC(=O)CCC(=O)N2CCN(c3ccccc3)CC2)s1 do in these assays?
EPAC2 antagonist: 7.1%; Akt phos inh: inactive; CCT chaperon mod: -0.5; PTHR1 agonist: 21.0%; EPAC2 ag: 8.8%; DRD3 agonist: -3.1; MmCpn inh: -0.6%; D3 antag: -16.5

Results for O=C1[C@H]2[C@@H](c3ccc(F)cc3)N3C(=O)N(c4ccccc4)C(=O)[C@@]3(Cc3ccccc3)[C@H]2C(=O)N1C1CCCCC1 ?
EPAC2 antagonist: 3.2%; Akt phos inh: inactive; CCT chaperon mod: 2.6; PTHR1 agonist: -12.7%; EPAC2 ag: -3.8%; DRD3 agonist: -3.0; MmCpn inh: -2.1%; D3 antag: -6.6

What do the screens show for `Cc1cc(C)c(S(=O)(=O)NCCc2cc3ccc(C)c(C)c3[nH]c2=O)c(C)c1`?
EPAC2 antagonist: -4.9%; Akt phos inh: inactive; CCT chaperon mod: -7.2; PTHR1 agonist: -23.9%; EPAC2 ag: 6.5%; DRD3 agonist: 5.0&-5.9; MmCpn inh: 1.0%; D3 antag: 5.4

How did CCc1nc(C)c(C#N)c2cc(OC)c(OC)cc12 do in these assays?
EPAC2 antagonist: -0.4%; Akt phos inh: inactive; CCT chaperon mod: -2.2; PTHR1 agonist: -28.1%[57.5 µM]; EPAC2 ag: 2.1%; DRD3 agonist: -3.9; MmCpn inh: 0.2%; D3 antag: 10.1

Results for O=C(O)c1sccc1S(=O)(=O)c1ccccc1 ?
EPAC2 antagonist: 10.1%; Akt phos inh: inactive; CCT chaperon mod: 2.6; PTHR1 agonist: inactive; EPAC2 ag: 6.5%; DRD3 agonist: -4.9; MmCpn inh: 0.3%; D3 antag: -26.7

How did CCN1CCN(CCNC(=O)c2ccc(CS(=O)(=O)c3c(Cl)cccc3Cl)o2)CC1 do in these assays?
EPAC2 antagonist: -3.6%; Akt phos inh: inactive; CCT chaperon mod: -6.0; PTHR1 agonist: -24.4%; EPAC2 ag: 7.5%; DRD3 agonist: 1.7; MmCpn inh: -1.9%; D3 antag: 15.7

What do the screens show for `O=C1C(NS(=O)(=O)c2cccs2)=C(N2CCN(Cc3ccccc3)CC2)C(=O)c2ccccc21`?
EPAC2 antagonist: -10.5%; Akt phos inh: inactive; CCT chaperon mod: 0.6; PTHR1 agonist: -7.8%; EPAC2 ag: 10.9%; DRD3 agonist: -17.9; MmCpn inh: -1.9%; D3 antag: 0.6

Results for Nc1nc2n(n1)C(c1cccc(Br)c1)CC(c1ccccc1)N2 (stereo not given) ?
EPAC2 antagonist: 3.7%; Akt phos inh: inactive; CCT chaperon mod: 1.4; PTHR1 agonist: inactive; EPAC2 ag: 2.9%; DRD3 agonist: -1.9; MmCpn inh: 0.9%; D3 antag: -6.6

How did Cc1nc(NCc2ccc(S(N)(=O)=O)cc2)c2c(C)c(C)sc2n1 do in these assays?
EPAC2 antagonist: 0.9%; Akt phos inh: inactive; CCT chaperon mod: -27.7; PTHR1 agonist: -2.2%; EPAC2 ag: 9.7%; DRD3 agonist: -10.1; MmCpn inh: -5.2%; D3 antag: -8.5

Results for Cc1c(NS(=O)(=O)c2cccc([N+](=O)[O-])c2)c(=O)n(-c2ccccc2)n1C ?
EPAC2 antagonist: 9.9%; Akt phos inh: inactive; CCT chaperon mod: -5.0; PTHR1 agonist: -18.2%; EPAC2 ag: 19.3%; DRD3 agonist: -12.5; MmCpn inh: -0.4%; D3 antag: 3.9

Results for O=C(NC1CC1)c1ccc(CSCc2cccc(F)c2)o1 ?
EPAC2 antagonist: 0.4%; Akt phos inh: inactive; CCT chaperon mod: -2.6; PTHR1 agonist: inactive; EPAC2 ag: 4.8%; DRD3 agonist: -3.0; MmCpn inh: -0.7%; D3 antag: 8.9

How did O=C(NCC(=O)N(c1ccccc1)C(C(=O)NC1CCCC1)c1cccnc1)c1ccco1 (stereo not given) do in these assays?
EPAC2 antagonist: 1.6%; Akt phos inh: inactive; CCT chaperon mod: -2.6; PTHR1 agonist: -17.9%[57.5 µM]; EPAC2 ag: -1.3%; DRD3 agonist: 0.5; MmCpn inh: -0.2%; D3 antag: inconclusive

What do the screens show for `COc1cccc(/C=C2\SC(=S)N(CCCC(=O)N3CCCCC3)C2=O)c1`?
EPAC2 antagonist: -0.4%; Akt phos inh: inactive; CCT chaperon mod: 0.7; PTHR1 agonist: -23.4%; EPAC2 ag: 18.0%; DRD3 agonist: -3.5; MmCpn inh: 0.7%; D3 antag: -5.0

What do the screens show for `O=C(CN1CCN(S(=O)(=O)c2ccccc2F)CC1)Nc1ccnn1C1CCCC1`?
EPAC2 antagonist: -9.4%; Akt phos inh: inactive; CCT chaperon mod: -7.3; PTHR1 agonist: -29.3%; EPAC2 ag: 1.4%; DRD3 agonist: 8.4; MmCpn inh: 0.3%; D3 antag: 9.7

How did CNC(=S)NNC(=O)c1sccc1C do in these assays?
EPAC2 antagonist: 9.6%; Akt phos inh: inactive; CCT chaperon mod: -4.2; PTHR1 agonist: inactive; EPAC2 ag: 4.6%; DRD3 agonist: 2.3; MmCpn inh: 2.9%; D3 antag: -1.4

What do the screens show for `CCOC(=O)C1=C(C)N(c2ccccc2)C(=O)NC1c1cccc([N+](=O)[O-])c1` (stereo not given)?
EPAC2 antagonist: -0.5%; Akt phos inh: inactive; CCT chaperon mod: 1.4; PTHR1 agonist: inactive; EPAC2 ag: 8.9%; DRD3 agonist: -2.5; MmCpn inh: 0.2%; D3 antag: -7.1

How did Cc1ccc(Cn2ccc(NC(=O)c3cc(C4CC4)on3)n2)cc1 do in these assays?
EPAC2 antagonist: -10.5%; Akt phos inh: inactive; CCT chaperon mod: -2.3; PTHR1 agonist: -23.6%; EPAC2 ag: 12.1%; DRD3 agonist: 3.6; MmCpn inh: 1.0%; D3 antag: -0.2

How did CCOC(=O)CC(=O)CSc1nc2ccc(OC)cc2cc1C do in these assays?
EPAC2 antagonist: 0.6%; Akt phos inh: inactive; CCT chaperon mod: 0.6; PTHR1 agonist: -15.7%; EPAC2 ag: 1.6%; DRD3 agonist: 6.1; MmCpn inh: -27.0%; D3 antag: -6.9

How did Cc1nccn1C(c1ccccc1)c1ccccc1 do in these assays?
EPAC2 antagonist: -10.2%; Akt phos inh: inactive; CCT chaperon mod: -1.6; PTHR1 agonist: inactive; EPAC2 ag: -1.5%; DRD3 agonist: 11.8; D3 antag: -0.4

Results for COc1cc(S(=O)(=O)NCC2CCCO2)ccc1Br (stereo not given) ?
EPAC2 antagonist: -0.7%; Akt phos inh: inactive; CCT chaperon mod: -0.3; PTHR1 agonist: inactive; EPAC2 ag: 4.7%; DRD3 agonist: 4.3; MmCpn inh: -1.6%; D3 antag: -10.2

What do the screens show for `FC(F)(F)c1cc(-c2ccccc2)nc(-n2cncn2)n1`?
EPAC2 antagonist: 0.1%; Akt phos inh: inconclusive; CCT chaperon mod: 0.8; PTHR1 agonist: inactive; EPAC2 ag: -1.0%; DRD3 agonist: 28.1; MmCpn inh: -2.5%; D3 antag: 16.9

What do the screens show for `Cc1cccc2cc(CN(CC3CCCO3)C(=O)NC3CCCCC3)c(=O)[nH]c12` (stereo not given)?
EPAC2 antagonist: 1.2%; Akt phos inh: inactive; CCT chaperon mod: -3.1; PTHR1 agonist: inactive; EPAC2 ag: 7.0%; DRD3 agonist: 13.4; MmCpn inh: 0.0%; D3 antag: -11.1

How did COc1ccc(CN(Cc2nc3ccccc3c(=O)[nH]2)C(=O)c2ccco2)cc1 do in these assays?
EPAC2 antagonist: 2.3%; Akt phos inh: inactive; CCT chaperon mod: 1.6; PTHR1 agonist: -19.3%; EPAC2 ag: -1.9%; DRD3 agonist: 13.5; MmCpn inh: 1.4%; D3 antag: 2.3

Results for Cc1c(C)n(C(=O)CSc2nncn2C)c2ccccc12 ?
EPAC2 antagonist: 4.1%; CCT chaperon mod: -2.5; PTHR1 agonist: -0.9%[57.5 µM]; EPAC2 ag: -1.2%[15.6 µM]; DRD3 agonist: -2.6; MmCpn inh: -5.7%; D3 antag: -3.1
